KCNQ2 inh: KCNQ2 potassium channel inhibitors, primary screen, cell-based, CHO-K1, FluxOR thallium flux, B-score (AID 2156). 20 min; stronger effect = lower value. B-score at 10 µM. hit rate 1.1% among 310,000. O88943;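 active = fluorescence ratio B-score at most minus 3 library SDs, with starting brightness B-score within 2 library SDs, cut at about -5.5 in these data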
Target sequence (O88943 whole entry, looked up): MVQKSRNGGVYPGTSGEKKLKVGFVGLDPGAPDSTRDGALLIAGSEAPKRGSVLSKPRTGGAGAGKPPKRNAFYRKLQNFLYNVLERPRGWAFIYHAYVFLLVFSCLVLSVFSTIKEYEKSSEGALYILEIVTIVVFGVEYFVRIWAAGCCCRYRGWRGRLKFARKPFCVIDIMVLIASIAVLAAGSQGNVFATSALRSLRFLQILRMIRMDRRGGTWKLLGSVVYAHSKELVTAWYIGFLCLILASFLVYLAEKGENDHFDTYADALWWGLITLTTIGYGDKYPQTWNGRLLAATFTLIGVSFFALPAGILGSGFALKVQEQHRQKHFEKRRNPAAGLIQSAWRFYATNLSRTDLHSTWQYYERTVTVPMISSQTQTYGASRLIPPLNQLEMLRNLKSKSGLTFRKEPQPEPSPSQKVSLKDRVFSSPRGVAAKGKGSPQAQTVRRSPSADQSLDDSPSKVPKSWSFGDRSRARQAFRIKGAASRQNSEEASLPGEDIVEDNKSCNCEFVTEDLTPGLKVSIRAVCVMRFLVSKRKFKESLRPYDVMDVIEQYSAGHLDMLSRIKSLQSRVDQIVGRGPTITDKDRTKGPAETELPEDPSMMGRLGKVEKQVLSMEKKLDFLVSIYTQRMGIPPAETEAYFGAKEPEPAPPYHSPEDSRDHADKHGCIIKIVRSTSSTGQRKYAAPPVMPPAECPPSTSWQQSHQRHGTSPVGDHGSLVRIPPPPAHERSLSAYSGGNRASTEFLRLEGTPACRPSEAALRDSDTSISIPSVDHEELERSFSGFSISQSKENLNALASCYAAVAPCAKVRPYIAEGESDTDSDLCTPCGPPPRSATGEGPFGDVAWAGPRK
STK33 inh: blocks human STK33 kinase activity | hit rate 0.073% among 320,000 | inhibition, % at 10 µM | Q9BYT3 | purified STK33, MBP phosphorylation, ADP-Glo luminescence | AID 2661;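 active = inhibition at or above 25%, using the most active replicate where run in duplicate; inactive = inhibition below 25%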
OX1R FRET antag: antagonists of human orexin 1 receptor (OX1R); OX1R-expressing cells, FRET antagonist read-out; inhibition, % at 6.6 µM; hit rate 1.8% among 330,000; in the data active = inhibition mostly above about 38%, no sharp cut-off; inactive = mostly below about 40%;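 note: 0% = agonist challenge alone and 100% = reference antagonist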
Starred values were filed as active, the others as inactive; i = inactive; . = not tested or not shown.

1	CCOc1ccccc1Oc1c(C)oc2c(CN3CCN(CCO)CC3)c(O)ccc2c1=O
- KCNQ2 inh: i
- STK33 inh: -0.5
- OX1R FRET antag: 11.7

2	CC1Oc2ccccc2OC1(O)c1ccccn1 (stereo not drawn)
- KCNQ2 inh: i
- STK33 inh: -0.3
- OX1R FRET antag: 13.6

3	Cc1ccccc1NC(=O)c1cccc(Cn2cc(Br)c([N+](=O)[O-])n2)c1
- KCNQ2 inh: i
- STK33 inh: 0.3
- OX1R FRET antag: 30.4

4	CNC(=O)N(O)C1N(/N=C/c2cc(Br)ccc2O)C(=S)SC1(C)C (stereo not drawn)
- KCNQ2 inh: i
- STK33 inh: 0.3
- OX1R FRET antag: -2.7

5	COc1ccc(NC(=O)c2cncc(Br)c2)cc1S(N)(=O)=O
- KCNQ2 inh: i
- STK33 inh: 0.9
- OX1R FRET antag: 11.4

6	CCSc1ccc(NC(=O)c2cccnc2)cc1
- KCNQ2 inh: i
- STK33 inh: -0.7
- OX1R FRET antag: 16.6

7	O=C1CC(SC(=Nc2ccccc2)Nc2ccccc2)C(=O)N1c1ccc(Cl)c(Cl)c1 (stereo not drawn)
- KCNQ2 inh: i
- STK33 inh: 0.3
- OX1R FRET antag: 3.1

8	O=C(c1cccc([N+](=O)[O-])c1)N1CCN(S(=O)(=O)/C=C/c2ccccc2)CC1
- KCNQ2 inh: .
- STK33 inh: 2.7
- OX1R FRET antag: 3.9

9	Cc1ccc(NC(=S)NC(=O)C2CCCCC2)c(Br)c1
- KCNQ2 inh: .
- STK33 inh: -0.7
- OX1R FRET antag: 13.8

10	Cn1nnc(NC(=O)/C=C/c2ccco2)n1
- KCNQ2 inh: i
- STK33 inh: -0.3
- OX1R FRET antag: 9.5

11	O=C(NCc1ccccn1)c1ccc(/C=N/O)nc1
- KCNQ2 inh: i
- STK33 inh: -2.4
- OX1R FRET antag: 9.0

Results in STK33 inh and OX1R FRET antag, for five of the compounds above:
#	canonical_smiles	STK33 inh	OX1R FRET antag
6	CCSc1ccc(NC(=O)c2cccnc2)cc1	-0.7	16.6
9	Cc1ccc(NC(=S)NC(=O)C2CCCCC2)c(Br)c1	-0.7	13.8
10	Cn1nnc(NC(=O)/C=C/c2ccco2)n1	-0.3	9.5
5	COc1ccc(NC(=O)c2cncc(Br)c2)cc1S(N)(=O)=O	0.9	11.4
7	O=C1CC(SC(=Nc2ccccc2)Nc2ccccc2)C(=O)N1c1ccc(Cl)c(Cl)c1 (stereo not drawn)	0.3	3.1

High-throughput results deposited in PubChem by several laboratories.
